ATG4B inh: blocks human ATG4B protease cleavage of LC3 substrate; Q9Y4P1; ATG4B cleavage of LC3-PLA2, NBD-HPC fluorescence, 1 h; inhibition, % at 8.33 µM; actives 0.51% (n = 340,000); AID 504462; in the data active = inhibition above about 40%
Target sequence (Q9Y4P1 whole entry, looked up): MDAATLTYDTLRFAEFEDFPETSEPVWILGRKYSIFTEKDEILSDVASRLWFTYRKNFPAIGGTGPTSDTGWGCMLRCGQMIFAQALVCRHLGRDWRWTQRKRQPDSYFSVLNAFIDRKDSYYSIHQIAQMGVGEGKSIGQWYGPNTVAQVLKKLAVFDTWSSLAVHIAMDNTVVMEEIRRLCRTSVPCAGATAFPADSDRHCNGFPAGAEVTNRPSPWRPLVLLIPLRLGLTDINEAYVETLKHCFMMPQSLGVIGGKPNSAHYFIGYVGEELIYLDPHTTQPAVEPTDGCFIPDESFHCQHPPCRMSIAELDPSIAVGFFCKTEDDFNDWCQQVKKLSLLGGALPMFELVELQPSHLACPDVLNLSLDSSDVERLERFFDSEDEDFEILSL
SENP6 block: SENP6 protease inhibition; Q9GZR1; inhibition, % at 10 µM; Recombinant SENP6 catalytic domain, aminoluciferin luminescence; actives 1.8% (n = 330,000); AID 2599;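 active = inhibition above about 50% at the single tested dose, limit read from the data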;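 also: plate controls were DMSO wells with enzyme for no effect and DMSO wells lacking enzyme for full effect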
SENP8 inh: inhibitors of human SENP8 protease; Q96LD8; recombinant SENP8, Nedd8 substrate fluorescence; inhibition, % at 20 µM; actives 0.64% (n = 360,000); AID 602440; in the data active = inhibition mostly above about 40%, no sharp cut-off; inactive = mostly below about 27%
Target sequence (Q96LD8 whole entry, looked up): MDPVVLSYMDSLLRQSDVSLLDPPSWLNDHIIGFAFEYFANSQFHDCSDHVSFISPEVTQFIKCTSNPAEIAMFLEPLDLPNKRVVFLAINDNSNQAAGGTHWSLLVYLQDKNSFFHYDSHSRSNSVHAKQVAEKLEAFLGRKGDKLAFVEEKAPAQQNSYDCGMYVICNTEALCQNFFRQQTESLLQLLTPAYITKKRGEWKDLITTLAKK
SENP7 inh: blocks the human protease SENP7; recombinant SENP7, Z-RLRGG-aminoluciferin luminescence, 40 min; Q9BQF6; AID 434973; actives 1.5% (n = 330,000); inhibition, % at 5 µM;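 active = inhibition above about 50% at the single test dose, limit read from the data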;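 also: plate controls were DMSO with enzyme for no effect and no enzyme buffer wells for full effect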
Target sequence (Q9BQF6 706-1050 limits assumed): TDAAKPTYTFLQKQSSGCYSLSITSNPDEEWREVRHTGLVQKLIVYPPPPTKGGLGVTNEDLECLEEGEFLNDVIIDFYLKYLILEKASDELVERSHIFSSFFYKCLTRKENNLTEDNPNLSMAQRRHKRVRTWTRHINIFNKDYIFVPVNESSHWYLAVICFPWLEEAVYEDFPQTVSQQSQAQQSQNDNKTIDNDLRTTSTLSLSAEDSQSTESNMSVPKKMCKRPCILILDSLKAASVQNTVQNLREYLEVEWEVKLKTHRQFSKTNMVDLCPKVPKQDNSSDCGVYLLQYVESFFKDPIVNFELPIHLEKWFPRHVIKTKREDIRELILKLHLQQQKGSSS
MPTP block: inhibitors of mitochondrial permeability transition pore; isolated mouse mitochondria, Ca2+ swelling absorbance, 30 min; actives 1.4% (n = 360,000); inhibition, % at 10 µM;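 active = inhibition of 50% or more, scaled per plate between neutral and stimulator controls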;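 also: 0% = DMSO wells given calcium and 100% = 1 mM EGTA wells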
HKDC1 inh: blocks human hexokinase HKDC1 activity; Q2TB90; recombinant HKDC1, G6PDH/diaphorase resazurin coupled fluorescence; inhibition, % at 20 µM; actives 0.16% (n = 340,000); AID 493160;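 active = inhibition above about 35% when tested at 20 µM, limit read from the data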;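 also: plate controls were DMSO wells with enzyme for no effect and DMSO wells lacking enzyme for full effect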
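Test system: HK5 enzyme. Quantity: 5 µg/mL HK5 final. Reagent: glucose and ATP substrates. Schedule: 90 min reaction incubation at room temperature, dark. Technique: resazurin-to-resorufin fluorescence via G6PDH and diaphorase coupling, 525/613 nm. Control set: DMSO wells with and without enzyme mix.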
NR3A LBD binder: modulators (binders) of human NR3A ligand-binding domain | Tm shift relative to glycine control, % at 25 µM | NR3A LBD differential scanning fluorimetry, Tm shift; 0% = protein alone, 100% = glycine-bound protein | actives 2.5% (n = 340,000);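 active = melting temperature shift of at least 10% of the positive control shift, at one fixed dose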
PfG6PD inh: PfG6PD (Plasmodium falciparum) enzyme inhibition; PfGluPho enzyme, NADPH resazurin-diaphorase fluorescence; inhibition, % at 20 µM; actives 0.78% (n = 350,000); AID 504690;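 active = inhibition reaching at least a set limit at 20 µM in the primary screen, cut at about 59% in these data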;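 also: 0% = DMSO wells with substrate and 100% = DMSO wells lacking glucose-6-phosphate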
* = called active by the depositor; nt = no result given.

1) CN(C)CC(=O)c1c[nH]c2ccccc12
2) CSCCC(NC(=O)c1ccco1)C(=O)NC1CCC(C)CC1 (configuration not stated)
3) COc1ccc(C(C#N)(CCC#N)CCC#N)cc1OC
4) COc1ccc(NC(=O)CCN=C2NS(=O)(=O)c3ccccc32)cc1S(=O)(=O)N(C)C
5) CCOC(=O)c1ccccc1NC(=O)COC(=O)CSC(C)C(=O)Nc1cc(C)on1 (configuration not stated)
6) O=C(NNC(=O)C12CC3CC(CC(C3)C1)C2)c1ccco1

screen / no.,1,2,3,4,5,6
ATG4B inh,-1,-6,1,0,-6,-9
SENP6 block,-8,-26,-1,-7,2,8
SENP8 inh,17,10,12,6,-10,8
SENP7 inh,-2,-13,-5,-6,11,0
MPTP block,-3.0,-1.8,2.5,-0.4,2.3,-2.1
HKDC1 inh,-4,-2,-2,0,-7,-5
NR3A LBD binder,0,-3,-2,0,0,0
PfG6PD inh,3,3,-22,7,4,-13

7) CCC(c1nnc(SCC(=O)Nc2ccc(C(N)=O)cc2)n1Cc1ccccc1)N(C)C (configuration not stated)
8) CC[C@@H](C)[C@@H]1CN([C@@H](C)CN2CCC[C@H]2CN2C(N)=NC[C@@H]2Cc2ccccc2)C(=N)N1CCCC1CCCC1
9) NCCCC[C@H]1CNC(=S)N1CC1(c2ccccc2)CC1
10) Nc1nnc(SCC(=O)NC2CCCCCC2)s1
11) CCOCCCNc1c(CC)c(C)c(C#N)c2nc3ccccc3n12
12) CCCn1cc(S(=O)(=O)c2ccccc2)c(=O)c2cc(OC)c(OC)cc21

screen / no.,7,8,9,10,11,12
ATG4B inh,1,1,2,9,3,0
SENP6 block,-4,-9,-15,2,6,17
SENP8 inh,7,6,11,4,-296,-30
SENP7 inh,0,1,-5,-4,1,0
MPTP block,-0.7,1.1,-1.5,-0.7,-0.6,-1.1
HKDC1 inh,-3,-6,-2,-1,-1,3
NR3A LBD binder,0,-3,1,0,-1,-1
PfG6PD inh,11,-2,1,-16,5,-5

Numbers 11–12 from above:
11) CCOCCCNc1c(CC)c(C)c(C#N)c2nc3ccccc3n12
12) CCCn1cc(S(=O)(=O)c2ccccc2)c(=O)c2cc(OC)c(OC)cc21

screen / no.,11,12
ATG4B inh,3,0
SENP6 block,6,17
SENP8 inh,-296,-30
SENP7 inh,1,0
MPTP block,-0.6,-1.1
HKDC1 inh,-1,3
NR3A LBD binder,-1,-1
PfG6PD inh,5,-5

Next compounds follow:
13) N#Cc1cc([N+](=O)[O-])ccc1NCCc1ccccn1
14) O=C(Nc1cccc(S(=O)(=O)N2CCCCCC2)c1)c1ccc(=O)[nH]c1
15) COc1ccc(S(=O)(=O)Nc2cccc(-n3cnnn3)c2)cc1
16) Cc1ccc(S(=O)(=O)NNC(=O)C2CC=CCC2C(=O)O)cc1 (configuration not stated)
17) CC(=O)c1ccc(N2C(=O)CC(N3CCN(S(=O)(=O)c4cc(C)ccc4C)CC3)C2=O)cc1 (configuration not stated)
18) COc1ccc(CN2CCN(Cc3ccc(C(F)(F)F)cc3)CC2)c(OC)c1

screen / no.,13,14,15,16,17,18
ATG4B inh,0,-8,-3,-7,-7,3
SENP6 block,-17,-5,-18,3,2,-6
SENP8 inh,28,6,5,-2,6,-1
SENP7 inh,6,3,-1,-2,8,-2
MPTP block,-0.9,0.2,0.2,55*,0.0,0.8
HKDC1 inh,-2,3,3,-9,-4,4
NR3A LBD binder,0,1,0,-3,0,0
PfG6PD inh,0,11,-6,17,11,-1

19) O=C(Nc1ccc2c(c1)OCO2)C1CCCN1C(=O)Nc1cccc(F)c1 (configuration not stated)
20) O=C1CC(C(=O)Nc2cccc(F)c2)n2c(nc3ccccc32)N1 (configuration not stated)
21) COc1ccc(N(C(=O)Cn2nnc3ccccc32)C2(C(=O)NC3CCCC3)CCCCC2)cc1
22) FC(F)(F)c1ccccc1NC(=S)NN=C1CCCCCC1
23) CC1(C)CC(NC(=O)c2cccc([N+](=O)[O-])c2)CC(C)(C)N1
24) O=C(O)/C=C/c1cn(Cc2ccccc2)nc1-c1cccnc1

screen / no.,19,20,21,22,23,24
ATG4B inh,2,2,3,16,4,-9
SENP6 block,-6,-11,-5,3,-16,-8
SENP8 inh,7,18,11,nt,11,16
SENP7 inh,1,3,5,4,2,-6
MPTP block,-2.7,0.8,2.5,nt,0.7,0.5
HKDC1 inh,-6,-6,-5,-38,-7,-3
NR3A LBD binder,3,2,0,-6,4,-1
PfG6PD inh,5,-2,-8,-8,-16,26

25) CCn1cc(C(=O)NCCC(=O)NCCCO)c(=O)c2cc3c(cc21)OCO3
26) O=S(=O)(c1ccc(OC(F)(F)F)cc1)N1CCCC(N2CCOCC2)C1 (configuration not stated)
27) O=C(c1cccc(O)c1)N1CCN(C(=O)C2CC2)CC1
28) Cc1ccc(NC(=S)C2=C(O)c3ccccc3N(C)S2(=O)=O)cc1
29) Cc1cccc(CN2CCC(CNC(=O)Nc3ccccc3F)CC2)c1
30) CCN(CC)C(=O)c1ccc(COc2ccc(Cl)c(C)c2)o1

screen / no.,25,26,27,28,29,30
ATG4B inh,-8,4,0,-2,-1,5
SENP6 block,-38,-2,2,2,nt,8
SENP8 inh,-11,-1,1,-91,11,16
SENP7 inh,5,-2,5,-2,nt,0
MPTP block,-0.3,0.6,0.6,1.5,-0.1,91*
HKDC1 inh,1,-4,-3,4,-6,-1
NR3A LBD binder,-1,0,0,0,5,-1
PfG6PD inh,-6,15,2,-30,-11,5

31) O=C(COC(=O)c1ccc([N+](=O)[O-])o1)NC1CCCc2ccccc21 (configuration not stated)
32) CC(=O)OCC1=C(C(=O)O)N2C(=O)C(NC(=O)COc3ccc(F)cc3)C2SC1 (configuration not stated)
33) COc1ccc(C(CNC(=O)COc2ccc(Cl)c(C)c2)N2CCCCC2)cc1 (configuration not stated)
34) CCS(=O)(=O)N1CCC(C(=O)NCc2cccc(OC)c2)CC1
35) O=C(CCCc1ccccc1)NCc1ccccn1
36) COc1ccc([N+](=O)[O-])cc1NC(=O)c1csc(C)c1

screen / no.,31,32,33,34,35,36
ATG4B inh,-10,-14,-2,7,4,-1
SENP6 block,11,-20,13,4,10,-17
SENP8 inh,17,7,7,2,8,17
SENP7 inh,21,16,-2,8,-4,-22
MPTP block,-1.8,-3.8,0.4,-1.0,-1.0,-2.1
HKDC1 inh,1,0,-1,3,5,-4
NR3A LBD binder,-1,5,2,-2,-1,2
PfG6PD inh,29,8,6,-12,-25,23

37) CCCc1cc2c(cc1NC(=O)Cc1ccccc1)OCO2
38) CCOC(=O)c1ccccc1NC(=O)COC(=O)CCC(=O)c1ccccc1
39) COC(=O)c1c(C#N)c(N)nc2c1CCCC2
40) CN(C)c1ccc(/C=N/NC(=O)c2ccc(Cn3cc(Br)cn3)o2)cc1
41) O=C(Nc1ccc(NC(=O)c2ccco2)cc1)c1ccc2c(c1)OCO2
42) C[C@H](NC(=O)c1ccccc1Cl)C(=O)OCC(=O)N1CC2(C)CC1CC(C)(C)C2 (some centres not stated)

screen / no.,37,38,39,40,41,42
ATG4B inh,4,-6,-7,-6,6,-6
SENP6 block,nt,-22,-17,6,54*,-2
SENP8 inh,4,9,-424,-303,4,-2
SENP7 inh,nt,-6,-3,-7,62*,24
MPTP block,1.2,0.4,-0.1,1.2,-4.2,1.7
HKDC1 inh,-1,5,-3,10,-3,2
NR3A LBD binder,-3,2,0,2,12*,2
PfG6PD inh,-2,21,-11,2,6,3

Shown field by field: entries from further up.
39: COC(=O)c1c(C#N)c(N)nc2c1CCCC2
  ATG4B inh = -7 | SENP6 block = -17 | SENP8 inh = -424 | SENP7 inh = -3 | MPTP block = -0.1 | HKDC1 inh = -3 | NR3A LBD binder = 0 | PfG6PD inh = -11
40: CN(C)c1ccc(/C=N/NC(=O)c2ccc(Cn3cc(Br)cn3)o2)cc1
  ATG4B inh = -6 | SENP6 block = 6 | SENP8 inh = -303 | SENP7 inh = -7 | MPTP block = 1.2 | HKDC1 inh = 10 | NR3A LBD binder = 2 | PfG6PD inh = 2
41: O=C(Nc1ccc(NC(=O)c2ccco2)cc1)c1ccc2c(c1)OCO2
  ATG4B inh = 6 | SENP6 block = 54* | SENP8 inh = 4 | SENP7 inh = 62* | MPTP block = -4.2 | HKDC1 inh = -3 | NR3A LBD binder = 12* | PfG6PD inh = 6
42: C[C@H](NC(=O)c1ccccc1Cl)C(=O)OCC(=O)N1CC2(C)CC1CC(C)(C)C2 (some centres not stated)
  ATG4B inh = -6 | SENP6 block = -2 | SENP8 inh = -2 | SENP7 inh = 24 | MPTP block = 1.7 | HKDC1 inh = 2 | NR3A LBD binder = 2 | PfG6PD inh = 3

Next part.
43) O=C1CCC(C(=O)N(c2ccccc2)C2(C(=O)NC3CCCCC3)CCCCC2)N1 (configuration not stated)
44) CCOCC(=O)N1CCN(c2cccc(Cl)c2)CC1
45) CSc1nc(C)cc(OCCO)n1
46) Cc1cc(=O)n2nc(N3CCCC(C(=O)NCCCN4CC(C)CC(C)C4)C3)sc2n1 (configuration not stated)
47) CCC1(C)N(O)C(C)(C)C(c2ccc(OC)cc2)=[N+]1[O-] (configuration not stated)
48) CC(C)(C)CNC(=O)c1cccc2c1C(=O)c1ccc(N3CCCC3)cc1S2(=O)=O

screen / no.,43,44,45,46,47,48
ATG4B inh,-8,-3,-10,-6,0,-6
SENP6 block,-16,-3,20,-10,-22,8
SENP8 inh,19,10,10,13,2,13
SENP7 inh,-6,-2,0,11,13,10
MPTP block,-0.9,0.3,-3.3,1.8,-1.5,0.4
HKDC1 inh,1,-7,-6,1,-8,-4
NR3A LBD binder,1,2,0,0,0,-1
PfG6PD inh,22,11,3,-4,4,-1

Copied from the list:
Result of no. 3 in HKDC1 inh: -2
Result of no. 5 in MPTP block: 2.3

More structures follow:
49) C=CCOC(=O)C1=C(C)NC(=O)NC1c1ccc(OCC)cc1 (configuration not stated)
50) Cc1c(C(=O)Nc2ccc(OCc3ccccc3)cc2)cccc1[N+](=O)[O-]
51) Cc1cccc(NC(=O)CC2NC3CCCCC3NC2=O)c1 (configuration not stated)
52) CCN(CC)S(=O)(=O)c1cc(C(=O)Nc2cc(S(=O)(=O)N3CCOCC3)ccc2N2CCN(C)CC2)ccc1C
53) O=C(NCCc1cccc(F)c1)C1CCC(=O)N(CCCc2ccccc2)C1 (configuration not stated)
54) CNS(=O)(=O)c1c(C)cc(C)c(N(C)S(=O)(=O)c2ccccc2)c1C
55) CCO[C@@H]1OC(C(=O)NC2CC2)=C[C@H](C(C)(C)C)[C@H]1CCCO
56) CC(OC(=O)c1nsc(Cl)c1Cl)C(=O)NC(C)(C)C (configuration not stated)

screen / no.,49,50,51,52,53,54,55,56
ATG4B inh,-4,10,-8,-10,1,2,-18,-5
SENP6 block,15,9,-10,nt,-3,7,-15,-9
SENP8 inh,8,8,6,0,4,7,9,-396
SENP7 inh,4,4,-4,nt,6,-3,10,3
MPTP block,0.3,0.6,0.1,-2.2,0.4,-2.1,0.2,6.8
HKDC1 inh,-6,-10,0,1,-8,-3,-10,3
NR3A LBD binder,-3,-9,-3,-2,0,0,2,1
PfG6PD inh,6,-4,22,1,14,-6,5,-10
